PLC-gamma1 inh – inhibitors of human phospholipase C gamma1 | P19174 | purified PLC-gamma1, fluorogenic substrate, fluorescence | inhibition, % at 12.2 µM | hit rate 0.84% among 370,000; in the data active = inhibition above about 9.5%
ssDAF12 agonist – activators of S. stercoralis DAF-12 nuclear receptor; hit rate 1% among 370,000; AID 652126; HEK293 ssDAF-12/GRIP1 lit1-tk-luc reporter, luminescence; % of 3 µM dafachronic acid response; activation, % at 6.8 µM;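 active = activation above the mean over all tested compounds plus 3 SD, cut at about 0.9% in these data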;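 note: 0% = DMSO-only wells and 100% = 3 µM delta7-dafachronic acid wells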
hgDAF12 agonist – activates the H. glycines DAF-12 receptor ligand-binding domain; HEK293 GAL4-hgDAF12 UAS-luciferase reporter, agonist luminescence; normalized to butyrate control; hit rate 1.8% among 370,000; activation, % at 6.8 µM;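 active = activation above a cutoff set at the mean of all screened compounds plus 3 SD, cut at about 10% in these data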;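 note: 0% = DMSO wells and 100% = sodium butyrate wells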
ADAM17 inh – ADAM17 inhibition, QFRET primary screen; P78536; recombinant ADAM17, EDANS/DABCYL FRET peptide cleavage; inhibition, % at 6.95 µM; hit rate 0.83% among 370,000;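 active = inhibition above the mean of compounds lying between control limits plus 3 SD, set per campaign, cut at about 8.5% in these data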;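 note: 0% = DMSO-only wells as the low control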
NR1D1 modulator – modulates human Rev-erb alpha binding to DNA | P20393 | Rev-erbα–FITC-DNA binding, fluorescence polarization, 90 min | activity, % at 10 µM | hit rate 0.79% among 370,000;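 active = activity above about 14%, limit read from the data; passing the limit was not always enough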;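 note: 0% = DMSO wells with 35 nM protein and 100% = DMSO wells with 750 nM protein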
PLCb3 inh – inhibitors of human phospholipase C beta3 | Q01970 | Purified PLC-beta3, fluorogenic substrate, fluorescence | inhibition, % at 12.2 µM | hit rate 0.18% among 370,000; in the data active = inhibition above about 11%;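 note: 0% = median of compound wells on plate and 100% = full blocker control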
hcDAF12 agonist – activators of H. contortus DAF-12 nuclear receptor | activation, % at 6.8 µM | hit rate 1.4% among 370,000 | HEK293 hcDAF-12 lit1-tk-luc reporter, luminescence; 0% DMSO, 100% Δ7-dafachronic acid;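 active = activation above the mean of all tested compounds plus 3 SD, cut at about 5.5% in these data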;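 note: 100% = response to 3 µM Δ7-dafachronic acid high control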
SMARCA2 activ – SMARCA2 function activation, primary screen; hit rate 1% among 370,000; MG213 cells, MMTV-luciferase reporter, dexamethasone, overnight; activation, % at 9.1 µM; in the data active = activation above about 7.8%;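 note: 0% = vehicle wells and 100% = reference activator wells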
DAX1 inh-1 – inhibits human nuclear receptor DAX1; inhibition, % at 6.75 µM; HEK293 Gal4-DAX1 luciferase reporter, luminescence; hit rate 0.99% among 340,000; P51843; AID 504766;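 active = inhibition above the mean over all tested compounds plus 3 SD, cut at about 4.2% in these data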;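 note: 0% = DAX1-transfected cells with DMSO and 100% = empty-vector control cells with DMSO; inhibition shows as a rise in luminescence from relieved DAX1 repression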
Target sequence (P51843 207-470 limits assumed): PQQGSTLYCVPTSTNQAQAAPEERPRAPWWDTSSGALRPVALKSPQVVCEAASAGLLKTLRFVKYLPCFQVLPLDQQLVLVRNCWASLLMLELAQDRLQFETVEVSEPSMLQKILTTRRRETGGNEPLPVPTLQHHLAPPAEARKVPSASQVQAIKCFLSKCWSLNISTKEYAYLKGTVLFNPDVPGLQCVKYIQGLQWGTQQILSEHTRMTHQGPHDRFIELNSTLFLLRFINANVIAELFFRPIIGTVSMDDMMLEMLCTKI
DAX1 inh-2 – inhibitors of DAX1 repression of SF-1 activated StAR promoter; inhibition, % at 6.8 µM; HEK293T StAR-luciferase reporter, SF-1/DAX-1 repression relief; hit rate 1.1% among 370,000; AID 652010;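 active = inhibition above the mean over all tested compounds plus 3 SD, cut at about 3.6% in these data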;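 note: 0% = DAX-1 cells with DMSO and 100% = cells lacking DAX-1 with DMSO; higher inhibition means more luminescence from relief of DAX-1 repression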
MBD2 DNA inh – inhibitors of human MBD2 binding to methylated oligonucleotide; Q9UBB5; TR-FRET; inhibition, % at 4.4 µM; hit rate 0.31% among 370,000; AID 686964; in the data active = inhibition above about 13%
Target sequence (Q9UBB5 whole entry, looked up): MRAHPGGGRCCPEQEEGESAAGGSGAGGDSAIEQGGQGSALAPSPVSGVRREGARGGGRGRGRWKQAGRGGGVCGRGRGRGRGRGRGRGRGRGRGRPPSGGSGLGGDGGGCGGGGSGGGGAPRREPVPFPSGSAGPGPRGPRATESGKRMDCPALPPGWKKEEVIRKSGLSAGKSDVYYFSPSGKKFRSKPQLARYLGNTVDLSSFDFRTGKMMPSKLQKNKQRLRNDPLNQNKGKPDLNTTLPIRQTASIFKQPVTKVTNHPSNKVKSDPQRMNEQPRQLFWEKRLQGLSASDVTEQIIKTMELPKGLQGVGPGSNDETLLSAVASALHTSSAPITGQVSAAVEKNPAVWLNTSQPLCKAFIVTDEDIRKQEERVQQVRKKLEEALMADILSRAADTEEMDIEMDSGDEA
Numbers without * were called inactive; / = not tested or not shown.

SMILES	PLC-gamma1 inh	ssDAF12 agonist	hgDAF12 agonist	ADAM17 inh	NR1D1 modulator	PLCb3 inh	hcDAF12 agonist	SMARCA2 activ	DAX1 inh-1	DAX1 inh-2	MBD2 DNA inh
Cc1[nH]c(C)c(S(=O)(=O)N2CCC(C)CC2)c1C(=O)N1CCCC1	-1	-1.1	1.6	-4	-6	-6	-3.3	-1	0.1	1.8	3
CCN(CC)C(=O)Cn1c(=O)n(-c2ccccc2)c(=O)c2c3c(sc21)CCC3	1	-0.7	0.1	-2	2	2	-0.9	-1	-1.0	-0.9	1
CC(Oc1ccccc1)C(=O)N=Nc1c(O)[nH]c2ccc(Br)cc12 (stereo not drawn)	-1	2.2*	-3.6	2	9	4	1.1	0	-0.7	-0.3	-3
C[C@H](NC(=O)[C@H]1N2C(=O)c3ccccc3C2SC1(C)C)C(=O)N1CCCCC1 (stereo partly drawn)	-1	-1.0	1.1	-3	-4	-4	1.0	4	-0.3	-0.1	-5
Cc1ccnc(NC(=O)CNC(=O)Cc2cccc3ccccc23)c1	-3	1.3*	8.7	-2	0	-12	2.5	2	2.9	3.4	-2
Cc1sc(NC(=O)CS(=O)(=O)c2ccccc2)c(C(N)=O)c1C	-3	-0.4	7.4	-1	0	0	2.7	1	0.6	3.6	-4
COc1ccc2oc(=O)c(C(=O)Nc3ccccc3-c3ccccc3)cc2c1	0	-1.6	4.2	0	-3	0	0.7	0	-0.8	0.3	4
Cc1ccc(N2CC(NS(=O)(=O)c3cccnc3)CC2=O)cc1 (stereo not drawn)	0	-0.6	0.3	-2	8	-8	1.1	3	-1.1	-0.2	-4
COc1cc2c(cc1OC)CN(c1nc(CN3CCOCC3)nc3sc4c(c13)CCCC4)CC2	-6	-1.9	-3.5	-4	0	-10	-2.8	-3	-0.5	-0.9	3
Cc1ccc(N2CC(C(=O)Nc3cc(Cl)ccc3-n3cncn3)CC2=O)cc1 (stereo not drawn)	2	-0.1	2.3	-1	-2	-5	1.0	0	-0.3	0.4	2
O=C(Nc1ccccc1)c1cc(C2CCCCN2C(=O)c2ccc3c(c2)CCO3)on1 (stereo not drawn)	7	-1.6	-0.2	4	-4	1	-2.4	-2	/	1.0	0
O=C(NNC(=O)C1CCC1)c1ccccc1	2	-0.8	3.9	-1	0	-3	0.1	3	0.1	-0.9	-3
O=C1CC(c2cccs2)CC2=C1C(c1ccccc1)n1ncnc1N2 (stereo not drawn)	-13	-1.1	0.2	-17	-2	-21	-2.5	1	2.3	0.4	5
O=C(O)c1ccc(N=N/C(=N\Nc2ccc(C(=O)O)cc2)c2ccccc2)cc1	-1	-0.5	1.3	-2	-6	0	1.3	5	3.2	0.5	-4
COc1ccc(CC(=O)OCc2cc3ccc(C)cc3[nH]c2=O)cc1	-3	-0.9	1.6	-5	34*	-7	2.2	0	0.1	-0.4	3

Ordered by number of heavy atoms (lowest first): some entries from above
SMILES	PLC-gamma1 inh	ssDAF12 agonist	hgDAF12 agonist	ADAM17 inh	NR1D1 modulator	PLCb3 inh	hcDAF12 agonist	SMARCA2 activ	DAX1 inh-1	DAX1 inh-2	MBD2 DNA inh
COc1ccc(CC(=O)OCc2cc3ccc(C)cc3[nH]c2=O)cc1	-3	-0.9	1.6	-5	34*	-7	2.2	0	0.1	-0.4	3
Cc1ccc(N2CC(C(=O)Nc3cc(Cl)ccc3-n3cncn3)CC2=O)cc1 (stereo not drawn)	2	-0.1	2.3	-1	-2	-5	1.0	0	-0.3	0.4	2
COc1cc2c(cc1OC)CN(c1nc(CN3CCOCC3)nc3sc4c(c13)CCCC4)CC2	-6	-1.9	-3.5	-4	0	-10	-2.8	-3	-0.5	-0.9	3

The listing continues.
SMILES	PLC-gamma1 inh	ssDAF12 agonist	hgDAF12 agonist	ADAM17 inh	NR1D1 modulator	PLCb3 inh	hcDAF12 agonist	SMARCA2 activ	DAX1 inh-1	DAX1 inh-2	MBD2 DNA inh
Cc1ccc(OCC(=O)N(C)CC(=O)Nc2ccc(N3CCOCC3)cc2)cc1	3	-1.0	0.7	-4	-3	-4	-1.6	-1	1.3	-0.2	5
O=C(/C=C/c1ccc(-c2ccc(F)cc2)o1)N1CCCC1	-69	-0.8	7.7	-59	-7	-110	-0.1	2	0.7	3.3	0
COc1ccc(-c2cc(C(=O)NCc3ccc(Cl)cc3)no2)cc1OC	0	-1.6	-2.0	-3	-1	-3	-0.7	-2	1.6	-0.7	4
COc1ccc(Cl)cc1NC(=S)Nc1cccc(C)c1	2	-1.2	-3.4	-3	5	1	-0.3	2	-0.5	-0.4	-1
O=C(CSc1ncn[nH]1)Nc1cc(S(=O)(=O)N2CCCC2)ccc1Cl	-3	-1.6	0.3	-7	-4	-5	-0.5	0	-0.7	-0.2	3
COc1cccc(/C=N/NC(=O)c2ccc(N(C)S(=O)(=O)c3ccccc3)cc2)c1OC	-6	-0.8	-2.5	0	2	-2	-2.4	-5	-2.0	0.0	1
CC(C)N1CCC(NC(=O)NC2CCCCC2)CC1	-1	-1.1	-1.0	-2	-4	1	2.8	2	3.0	-0.6	-5
Cc1cc([N+](=O)[O-])ccc1NC(=O)C(C)[n+]1ccccc1 (stereo not drawn)	1	-1.1	0.1	-1	-4	3	-0.7	-2	-0.7	0.5	4
O=C(Nc1nc2c(Cl)cccc2s1)C1CC1	-2	-0.9	1.6	6	-4	-9	-1.9	-1	-0.1	-0.7	8
Cc1noc(/C=C/Nc2ccc(F)cc2F)c1[N+](=O)[O-]	-2	0.5	12*	-2	5	-1	2.2	8.0*	3.9	3.3	-1
Cc1ccc(NC(=O)CN(C)C(=O)c2ccccc2OCc2c(C)noc2C)cc1	1	0.0	3.4	-5	0	-1	0.1	-2	-0.4	2.3	1
Cc1ccc(CN2CCN(CC3CC4C=CC3C4)CC2)cc1 (stereo not drawn)	8	-1.0	-2.9	4	4	6	-0.5	0	-1.5	0.0	2
CCOc1ccc(NC(=O)c2cc3cc4ccc(OC)cc4nc3o2)cc1	-1	-1.6	3.9	-1	-4	-1	-2.4	-2	-1.2	-0.5	1
CCOCCCn1c(=N)c(C(N)=S)cc2c(=O)n3cccc(C)c3nc21	-264	-1.1	-0.9	-246	-19	-306	1.3	0	-1.5	-0.1	-13
COC(=O)c1ccccc1S(=O)(=O)N1CCC(C(=O)NC2=NCCS2)CC1	0	-1.5	2.5	-3	1	-7	0.9	-2	2.1	0.7	0
COc1ccc(CCN(C)C2CCCN(C(=O)Cn3cnnn3)C2)cc1OC (stereo not drawn)	-1	-0.9	2.5	-2	3	-8	-0.8	0	0.3	0.6	1
CCOc1ccc(NC(=O)C2CCCN(c3c(CC)c(C)nc4ncnn34)C2)cc1 (stereo not drawn)	5	-0.6	-0.1	-1	0	-7	-2.9	-2	-2.1	0.1	-1
C=CCSc1nnc(-c2cccnc2)o1	6	-1.2	3.0	2	6	2	0.9	1	0.4	-0.2	-4
CC1CCN(C(=O)COC(=O)c2nn(C)c(=O)c3ccccc23)CC1	0	-0.5	-2.1	-2	-1	-2	-0.8	-2	0.3	0.4	3
CCc1nc2sc3c(c2c(=O)n1CCO)CCC3	1	-0.7	-0.9	3	13	-2	-1.7	4	3.8	0.0	1
Cc1ccc(CNS(=O)(=O)c2c(N)n(C)c(=O)n(C)c2=O)cc1	3	-0.4	1.8	-3	11	-5	0.9	-3	0.0	0.7	-9
Cc1cccc(OCC(O)Cn2c(=N)n(CCN3CCCCC3)c3ccccc32)c1 (stereo not drawn)	5	-1.2	2.2	2	-1	5	-0.5	7.8*	-0.1	-0.1	0
Cc1ccccc1-c1cccc([C@@H]2C[C@H]3[C@H](CON3C)CN2C(=O)CCc2ccccc2)c1	0	-0.7	-5.3	-3	-2	0	0.2	-6	-0.6	-2.2	1
Cc1cccc(C(=O)Nc2nnc(S(=O)(=O)N3CCOCC3)s2)c1	0	-1.1	-2.0	-5	0	-7	-1.3	0	-1.2	0.5	1
CSC[C@H]1CN(Cc2ccccc2)C(=O)[C@@H]1CC(=O)Nc1ccc(Br)cc1	2	-0.7	-3.1	-2	-6	0	0.1	-1	0.5	-0.8	3
CCOC(=O)C1(Cc2ccccc2C)CCCN(C(=O)c2ccnn2C)C1 (stereo not drawn)	-1	-1.6	4.9	-7	3	-2	-0.1	-3	1.2	0.8	10
COC(=O)C[C@@H]1CC[C@H](NC(=O)c2ccc3c(c2)OCO3)[C@@H](CO)O1	3	-0.4	1.8	-4	-4	4	0.9	-3	/	0.6	-4
Cc1cc(NC(=O)CCCn2ccc([N+](=O)[O-])n2)n(Cc2ccc(F)cc2)n1	2	-2.4	-0.2	1	-4	2	-0.7	-4	0.2	-0.5	-3
C#CCNS(=O)(=O)c1ccc(F)cc1Br	1	-0.9	1.3	1	11	4	-1.1	-1	0.6	-0.1	-6
CN(CC(=O)NC1CCCCC1)S(=O)(=O)c1cccc2cccnc12	-1	-1.0	-0.7	0	8	-1	2.1	0	1.6	0.5	-2
O=C(CCn1c(=O)oc2ccccc21)NCc1ccco1	4	-1.2	-0.5	2	-4	-2	-1.4	-1	0.3	0.8	1
O=C(c1ccc2nc(-c3ccccc3)c(-c3ccccc3)nc2c1)N1CCCCC1	-35	-1.4	-3.2	-163	2	-60	-0.8	-1	0.4	-0.5	4
CCCCCCn1c(C)nc2c(c1=O)c1nc3ccccc3nc1n2/N=C/c1ccco1	-17	-1.1	1.8	-26	-9	-25	-1.1	-2	-1.1	-0.1	2
O=C(Cc1ccc(NC(=O)C2CCN(C(=O)C3CC3)CC2)cc1)Nc1cccc(C(=O)N2CCCCC2)c1	2	-1.5	3.0	3	-2	0	0.2	3	-0.5	1.1	0
CN(CC(=O)Nc1cccc(F)c1)C(=O)c1ccc(OCC2CCCO2)cc1 (stereo not drawn)	1	-0.3	-0.9	-10	7	-13	-0.2	-2	0.1	-0.6	9
O=C(CC(Nc1ccccc1)c1ccccc1)C1CC1 (stereo not drawn)	1	-1.4	1.0	-2	-1	-9	-0.4	-1	1.8	0.7	0
CCc1ccc(N2NC(=O)/C(=C/C=C/c3ccco3)C2=O)cc1	3	-0.5	0.4	-6	11	0	7.7*	0	-1.0	0.3	3
Cc1cc(N2CCNC[C@@H]2C)ccc1N1CCS(=O)(=O)CC1	-1	-1.6	4.0	-2	-3	0	2.4	-1	/	0.7	0
Cc1ccccc1NC(=O)C1(C)Cc2ccccc2C(=O)O1 (stereo not drawn)	-2	-0.7	-0.4	-4	2	0	-1.0	-3	2.1	0.0	0
C/C(=N\N(Cc1ccccc1)c1ccccc1)c1cccnc1	0	-2.2	0.5	-1	17	-7	2.1	-2	1.2	0.8	-4
COc1cc(C(C)=O)ccc1OCC(O)CN1CCN(c2ccc(C)c(C)c2)CC1 (stereo not drawn)	3	-2.3	-1.0	0	-3	-7	-2.2	-2	-0.6	0.0	1
CCC(C)C(NC(=O)[C@@H](NC(=O)c1ccccc1F)C(C)C)C(=O)OC (stereo partly drawn)	1	-1.1	-0.1	-4	-1	-3	0.2	-5	-0.1	-0.2	8
O=C(Cc1ccc(Cl)cc1)Nc1cc(Cl)ccn1	5	-1.5	1.3	2	6	-9	-0.1	1	0.6	0.3	2
Cc1nc(-c2ccc(S(=O)(=O)Oc3ccc(Cl)cc3Cl)s2)cs1	-3	-1.2	-1.9	-3	8	-7	0.1	-5	0.1	-0.9	6

Compound activity: PubChem, several laboratories
